IkB sig inh = IkB pathway inhibition in ABC-DLBCL cells; ABC-DLBCL IkBa-CBG/CBR dual luciferase ratio, 4 h; response scale: scaled: untreated 0%, proteasome inhibitor 100%; Potency, µM (top dose mostly 57.1 µM), inactives show at the top dose IkBa stabilization activation; 110,000 tested, 0.04% active; AID 445; active means well fitted curve in the direction sought with a large enough effect in the signal ratio, not every such curve was filed as active; inconclusive means small, poorly fitted or top-dose-only effect, or a change in a side signal; the % refers to the signal ratio;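 further: the direction sought is a rising ratio; 0% = basal untreated cells and 100% = reference inhibitor full response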
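Luminescence ratio of IκBα-fused green versus native red beetle luciferase in OCI-Ly3 cells, 4 h post-doxycycline with compound; red signal alone, scaled from basal (0%) to zero light (-100%), flagged nonspecific or cytotoxic effects.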
p53ts 39C kill = p53ts cell cytotoxicity, nonpermissive temperature; H1299-p53A138V viability at 39C, ATP luminescence, 24 h; Potency, µM (highest dose often 46.1 µM), for the others: at the highest dose activity change, negative = cell killing, usual class: cytotoxic; 130,000 tested, 1.5% active; AID 902; further: nearly all actives have a fitted effect of over 55% in size
p53ts 32C tox = cytotoxicity in p53ts cells at permissive temperature. H1299-p53A138V at 32C, ATP luminescence viability, 24 h. Potency, µM (titrated, usually from 46.1 µM), without a hit: at the highest dose activity change, negative = cytotoxicity, usual class: cytotoxic. 130,000 tested, 0.93% active. AID 924;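 further: 0% = DMSO and -100% = full killing by reference compound; nearly all actives have a fitted effect of over 55% in size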
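Cells: H1299 p53ts (A138V), 600/well, pre-incubated 16–30 h at 37C. Cpd up to 46 uM, 24 h, 32C. Readout: ATPlite luminescence, 20 min RT. Normalization: DMSO vs tamoxifen 100 uM. AC50 by Hill equation.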
Imprint erasure = genomic imprint erasure induction; mouse ES Peg3-LacZ reporter, beta-gal luminescence, 40 h; 110,000 tested, 0.02% active; Potency, µM (top dose mostly 60.7 µM), inactives show top-dose activity change, positive = activation, hits mostly activators;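 further: 0% = negative control wells on the plate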
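Imprint erasure is scored as LacZ activity from the silenced maternal Peg3 allele in feeder-free female ES cells cultured 40 h with LIF. Luminescence is normalized to in-plate negative controls and fitted to the Hill equation.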
Starred values were filed as active, the others as inactive; ? = inconclusive; . = not tested or not shown; & = joins results of further samples; [ ] = remark or other dose. Unless noted, the call rests on the fitted dose curve; in most records, active means well fitted curve in the direction sought with a large enough effect; inconclusive means small, poorly fitted or top-dose-only effect, or another doubt; inactive means no such curve, though single readings can be large; an effect the other way counts as inactive or inconclusive. Unless noted, on the % scale 0 is the no-effect control and ±100 the full control effect; potency means the concentration at half of the fitted maximal effect.

nr	Compound	p53ts 32C tox	p53ts 39C kill	Imprint erasure	IkB sig inh
1	CC(=O)OC(/C(O)=C(\C#N)c1nc2ccccc2[nH]1)c1ccccc1 (stereo not drawn)	19%	-5%	-5%	?
2	COc1cc(-c2nnc3sc(-c4ccccn4)nn23)cc(OC)c1OC	-5%	6%	-3%	0.6%
3	Nc1c(C(=O)c2ccccc2)oc2ccc(Br)cc12	-11%	-14%	-6%	?
4	CCC1=C(OC(=O)N(CC)CC)N2C(=O)OC(=NCC3CC3)[C@]2(Cc2ccccc2)[C@H]2C1=CC[C@H]1C(=O)N(CC)C(=O)[C@H]12	17%	0%	-13%	.
5	COC(=O)c1ccccc1NC(=O)Cn1cnc2ccc(S(=O)(=O)N3CCC(C)CC3)cc2c1=O	-2%	-3%	7%	-0.2%
6	COC(=O)c1ccc(CN2[C@H](C(=O)OC)C[C@@]3(O)[C@@H](O)[C@@H](O)[C@@H](O)C[C@@H]23)cc1	1%	6%	2%	.
7	Cc1ccc2c(c1)C(Cc1ccccc1F)C(=O)N2 (stereo not drawn)	9%	-2%	-7%[10.9 µM]	1.7%
8	COc1ccc(-c2cc(C(C)=O)c(C)n2CCC(=O)Nc2cccc(C)c2C)cc1	-12%	-8%	-11%[10.9 µM]	-2.2%
9	Cc1ccc2nc(NC(=O)C3CCCN(S(=O)(=O)c4cccc5nonc45)C3)sc2c1 (stereo not drawn)	8%	-22%	-17%	?
10	CC(CS(=O)(=O)c1cccc2cccnc12)N1CCCCC1 (stereo not drawn)	6%	-1%	14%	-1.2%
11	CC1=C(C(=O)OCC2CCCCC2)C(c2ccc(Cl)cc2)CC(=O)N1 (stereo not drawn)	-19%	?	7%[10.9 µM]	22%
12	CC(C)(C)C1CCc2c(sc(NC(=O)c3cc(-c4ccc(F)cc4)on3)c2C#N)C1 (stereo not drawn)	4%	6%	-7%[10.9 µM]	?
13	Cc1nc2nc(SCC(=O)N(C)Cc3ccccc3)nn2c(C)c1Cc1ccccc1Cl	0%	-23%	4%[10.9 µM]	?
14	CC(C)OC(=O)CN1CCN(C2c3ccccc3-c3ccccc32)CC1	-12%	4%	-1%	0.0%
15	CC1CCCN(c2nc3ccccc3nc2C(C#N)S(=O)(=O)c2ccccc2)C1 (stereo not drawn)	3%	-17%	.	.
16	Cc1onc(-c2ccccc2)c1C(=O)Nc1nc(-c2cc(F)ccc2F)cs1	-24%	1%	-3%	-1.7%
17	CCOC(=O)c1c(NC(=O)Cc2coc3ccc(CC)cc23)sc2c1CCC2	-10%	-8%	-7%[10.9 µM]	?
18	CCOc1ccccc1NC(=O)C(C)Sc1nc2c(c(=O)[nH]1)CCCC2 (stereo not drawn)	5%	?	-3%[10.9 µM]	?
19	Cn1cccc1Cc1nnc(SCC(=O)N2CCCc3ccccc32)n1-c1ccc(F)cc1	13%	-2%	-10%	-2.9%
20	CCn1cc(C(=O)NCCc2ccc(C)cc2)c(=O)c2cc(S(=O)(=O)N(C)C)ccc21	8%	19%	-6%[10.9 µM]	-1.6%

Reprinted from the part before: 5 compounds, then new ones.
nr	Compound	p53ts 32C tox	p53ts 39C kill	Imprint erasure	IkB sig inh
16	Cc1onc(-c2ccccc2)c1C(=O)Nc1nc(-c2cc(F)ccc2F)cs1	-24%	1%	-3%	-1.7%
17	CCOC(=O)c1c(NC(=O)Cc2coc3ccc(CC)cc23)sc2c1CCC2	-10%	-8%	-7%[10.9 µM]	?
18	CCOc1ccccc1NC(=O)C(C)Sc1nc2c(c(=O)[nH]1)CCCC2 (stereo not drawn)	5%	?	-3%[10.9 µM]	?
19	Cn1cccc1Cc1nnc(SCC(=O)N2CCCc3ccccc32)n1-c1ccc(F)cc1	13%	-2%	-10%	-2.9%
20	CCn1cc(C(=O)NCCc2ccc(C)cc2)c(=O)c2cc(S(=O)(=O)N(C)C)ccc21	8%	19%	-6%[10.9 µM]	-1.6%
21	CCCCOc1ccccc1NC(=O)Cn1c(-c2cncs2)nc2ccccc21	-10%	3%	-8%[10.9 µM]	-0.9%
22	CCC(C)C(NCc1cccc(C)c1)C(=O)O (stereo not drawn)	0%	9%	0%	3.1%
23	CC(C)CN(CC(C)C)S(=O)(=O)N1CCC(C(=O)NCc2cccs2)CC1	0%	-11%	-15%	-0.4%
24	COC(=O)c1ccc(Cl)c(NC(=O)NC2CCCCC2)c1	5%	6%	-11%	-1.0%
25	Cc1ccc(N2CCN(C(=O)c3c4c(nc5ccccc35)C(=O)N(C3CCCCC3)C4)CC2)c(C)c1	3%	-18%	-16%[10.9 µM]	?
26	O=C(Nc1ccc(-c2noc(CCc3ccccc3)n2)cc1)c1ccco1	?	10µM*	-61%[inhibitor]	?
27	Cc1onc(-c2ccccc2Cl)c1C(=O)Nc1ccc(-n2nncc2C(C)(C)C)cc1	2%	-2%	-15%	6.9%
28	c1cncc(-c2nc(NCCN3CCOCC3)c3ccccc3n2)c1	2%	7%	-7%	-7.6%[11.4 µM]
29	O=C(O)CCC(=O)N1CCc2cc(S(=O)(=O)N3CCN(c4ccc(F)cc4)CC3)ccc21	-7%	8%	-4%	-1.3%
30	C/C=C(\C)c1nnc(NC(=O)C(C)C)s1	9%	-5%	-9%	-2.2%
31	COc1ccc(NS(=O)(=O)c2cc(C)ccc2NC(=O)c2cc(C)oc2C)cc1	8%	14%	-29%	?
32	CCCCC(=O)N(c1ccc2oc(C)c(C(C)=O)c2c1)S(=O)(=O)c1ccc(F)cc1C	4%	18%	-18%[10.9 µM]	4.7%
33	Cc1cc(C)cc(NC(=O)CSc2nc3sc4c(c3c(=O)[nH]2)CCCC4)c1	1%	-19%	-10%[10.9 µM]	3.1%
34	Cc1ccc(N(CC(=O)Nc2ccc(F)cc2)S(=O)(=O)N2CCCC2)cc1	7%	15%	-10%	0.9%
35	Cc1ccc(C)c(CSc2cn(CC(=O)N3CCCCCC3)c3ccccc23)c1	-1%	-11%	-15%[10.9 µM]	-0.6%
36	COc1cc(C2c3c(-c4cc(Cl)c(C)cc4O)n[nH]c3C(=O)N2Cc2cccnc2)ccc1O (stereo not drawn)	31%[activator]	-15%	-21%	?
37	O=C(COc1ccc2c3c(c(=O)oc2c1)CCC3)c1ccc2c(c1)OCO2	-2%	4%	-7%	-1.2%
38	CCOC(=O)C1CCN(C(=O)c2ccccc2N(C)S(C)(=O)=O)CC1	1%	3%	15%	-0.5%
39	O=S(=O)(NCc1ccccc1)c1ccc(S(=O)(=O)N2CCCCC2)cc1	0%	3%	.	0.3%
40	C#CCOC(=O)c1ccccc1C(=O)OCC#C	3%	1%	2%	-0.9%

Reprinted at random: four entries already listed
nr	Compound	p53ts 32C tox	p53ts 39C kill	Imprint erasure	IkB sig inh
22	CCC(C)C(NCc1cccc(C)c1)C(=O)O (stereo not drawn)	0%	9%	0%	3.1%
21	CCCCOc1ccccc1NC(=O)Cn1c(-c2cncs2)nc2ccccc21	-10%	3%	-8%[10.9 µM]	-0.9%
30	C/C=C(\C)c1nnc(NC(=O)C(C)C)s1	9%	-5%	-9%	-2.2%
26	O=C(Nc1ccc(-c2noc(CCc3ccccc3)n2)cc1)c1ccco1	?	10µM*	-61%[inhibitor]	?

Remaining list, next part
nr	Compound	p53ts 32C tox	p53ts 39C kill	Imprint erasure	IkB sig inh
41	Cn1c(=O)[nH]c(=O)c2c1nc(Br)n2CCC(=O)c1ccccc1	-3%	-1%	-4%	2.5%
42	COc1ccc(CCNC(=O)CN2CCOc3ccccc32)cc1OC	3%	-1%	-13%	2.0%
43	CCOC(=O)c1c(NC(=S)NC(C)=O)sc(C)c1C	27%	6%	.	.
44	CCCCN(C)C(=O)c1coc(=O)c2ccccc12	-21%	-7%	-8%	-1.6%
45	C=CCn1c(SCCCCCC)nc(O)cc1=O	7%	13%	0%	2.5%
46	CCCCOc1ccc(C(=O)NCC(c2ccc(Cl)cc2)N2CCOCC2)cc1 (stereo not drawn)	6%	-17%	-7%[10.9 µM]	?
47	COc1ccc2c(c1)c1c(c(=O)n(-c3ccc(F)c(Cl)c3)c(=O)n1CC(N)=O)n2C	5%	18%	19%[10.9 µM]	-0.7%
48	Cc1ccccc1C(=O)NCC(c1ccc(N(C)C)cc1)N1CCCC1 (stereo not drawn)	-4%	-18%	-4%[10.9 µM]	?
49	Cc1cc(C)cc(C(=O)n2nc(C)c(S(=O)(=O)N3CCCCCC3)c2C)c1	2%	-6%	-17%[10.9 µM]	?
50	Cc1ccccc1NC(=O)Nc1cccs1	-6%&-21%	10%&-21%	-24%[10.9 µM]	0.5%
51	CC1(C)CC(=O)C=C(NCC(=O)O)C1	-5%	4%	7%	-0.6%
52	COc1ccc(NC(=O)CSc2nc3ccccc3c(=O)n2CCNC(C)=O)cc1	6%	-2%	-4%	1.3%
53	NC(=O)CCc1c[nH]c2ccccc12	-6%	2%	-2%	-1.1%
54	COc1ccc(NC(=O)NCCn2nnc3cc(S(=O)(=O)N(C)C)ccc32)cc1	0%	-16%	6%[10.9 µM]	0.0%
55	CCn1c(C(=O)NCc2cccc(Br)c2)cc2oc3ccccc3c21	?	-33%	10%[10.9 µM]	?
56	O=c1oc2cc(O)ccc2cc1-c1ccc(F)cc1	-3%	8%	-19%	5.8%
57	CCOc1ccccc1CNC(=O)C1CCN(C(=O)N2CC(CC)Oc3ccc(C)cc32)CC1 (stereo not drawn)	12%	7%	-9%[10.9 µM]	?
58	O=C(Nc1ccc(N2CCOCC2)c(Cl)c1)c1c(F)c(F)c(F)c(F)c1F	-3%	0%	11%	?
59	COc1ccc2[nH]cc(CCNc3ncncc3-c3cccc(NS(C)(=O)=O)c3)c2c1	-4%	-2%	?	-1.1%[11.4 µM]
60	COc1ccccc1-c1ccc(NC2CCCC2)nn1	-4%	-15%	.	.

Values in list order from above:
p53ts 32C tox for nos. 49 to 57: 2%, -6%&-21%, -5%, 6%, -6%, 0%, ?, -3%, 12%

Entries of single compounds as entered above:
Results for CCn1c(C(=O)NCc2cccc(Br)c2)cc2oc3ccccc3c21 → p53ts 32C tox: ?; p53ts 39C kill: -33%; Imprint erasure: 10%[10.9 µM]; IkB sig inh: ?
Results for COc1ccc2[nH]cc(CCNc3ncncc3-c3cccc(NS(C)(=O)=O)c3)c2c1 → p53ts 32C tox: -4%; p53ts 39C kill: -2%; Imprint erasure: ?; IkB sig inh: -1.1%[11.4 µM]
Results for COc1ccc2c(c1)c1c(c(=O)n(-c3ccc(F)c(Cl)c3)c(=O)n1CC(N)=O)n2C → p53ts 32C tox: 5%; p53ts 39C kill: 18%; Imprint erasure: 19%[10.9 µM]; IkB sig inh: -0.7%

Remaining list, next part
nr	Compound	p53ts 32C tox	p53ts 39C kill	Imprint erasure	IkB sig inh
61	COC(=O)c1cc(NS(=O)(=O)c2ccc(OC)c(OC)c2)ccc1Cl	3%	17%	?	1.0%
62	CC(C)n1c(NCc2ccc(N(C)C)cc2)nc2ccccc21	-3%	-12%	-1%	3.9%
63	O=C(Cn1nc(-c2ccccc2)c2cnc3ccccc3c21)Nc1ccccc1	6%	24%	-4%[10.9 µM]	?
64	Cc1ccc(-c2cc(C(F)F)n3ncc(C(=O)NCc4ccco4)c3n2)cc1	7%	12%	11%	2.8%

Bioassay records: PubChem BioAssay, National Center for Advancing Translational Sciences (NCATS)
